TEAD-YAP inh: TEAD-YAP interaction inhibition, primary screen, TEAD-YAP interaction inhibitor project, luminescence, HEK-TIYL cells | TEAD-Gal4/YAP UAS-luciferase luminescence | inhibition, % at 9.12 µM | 1.4% of 640,000 active | AID 1259422, 2018; in the data active = inhibition above about 32%;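 also: 0% = median of test compound wells and 100% = reference inhibitor wells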
FBW7 act: FBW7 E3 ligase activators, primary screen, biochemical, AlphaScreen, human. F-box/WD repeat-containing protein 7 (Homo sapiens), Q969H0. AlphaScreen FBW7–phospho-cyclin E peptide binding, activator screen. normalized activity (activation), % at 26.1 µM. 0.13% of 650,000 active. AID 1259310, 2017; in the data active = normalized activity above about 1.9%;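 also: purified mutant Fbw7 with reduced substrate affinity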
MITF inh: MITF inhibitors, primary screen, biochemical, AlphaScreen, human. AlphaScreen MITF homodimerization, bead proximity signal. inhibition, % at 2.6 µM. Microphthalmia-associated transcription factor (Homo sapiens), O75030. 0.91% of 650,000 active; in the data active = inhibition above about 50%;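 also: 0% = vehicle wells with protein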
Target sequence (O75030 whole entry, looked up): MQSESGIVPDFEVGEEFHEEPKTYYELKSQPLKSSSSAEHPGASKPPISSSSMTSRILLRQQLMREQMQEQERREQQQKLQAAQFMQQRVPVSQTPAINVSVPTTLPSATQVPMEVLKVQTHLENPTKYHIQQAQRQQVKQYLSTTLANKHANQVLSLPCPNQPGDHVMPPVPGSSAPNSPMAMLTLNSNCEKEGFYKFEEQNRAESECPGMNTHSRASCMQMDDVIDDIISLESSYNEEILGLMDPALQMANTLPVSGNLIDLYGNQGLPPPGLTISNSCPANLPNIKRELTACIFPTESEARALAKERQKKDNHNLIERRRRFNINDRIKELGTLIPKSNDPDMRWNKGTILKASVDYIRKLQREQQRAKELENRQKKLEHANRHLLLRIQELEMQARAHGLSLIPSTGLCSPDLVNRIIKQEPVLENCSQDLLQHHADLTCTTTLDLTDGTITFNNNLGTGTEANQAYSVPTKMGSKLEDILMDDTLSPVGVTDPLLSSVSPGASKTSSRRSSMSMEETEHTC
GPR151 ag: activators of human GPR151, primary screen, cell-based, PathHunter beta-arrestin, luminescence; G-protein coupled receptor 151 (Homo sapiens), Q8TDV0; PathHunter beta-arrestin GPR151 cells; 1% of 650,000 active; activation, % at 11.2 µM; in the data active = activation above about 4.9%;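 also: 0% = median of compound wells and 100% = cells with positive control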
Target sequence (Q8TDV0 whole entry, looked up): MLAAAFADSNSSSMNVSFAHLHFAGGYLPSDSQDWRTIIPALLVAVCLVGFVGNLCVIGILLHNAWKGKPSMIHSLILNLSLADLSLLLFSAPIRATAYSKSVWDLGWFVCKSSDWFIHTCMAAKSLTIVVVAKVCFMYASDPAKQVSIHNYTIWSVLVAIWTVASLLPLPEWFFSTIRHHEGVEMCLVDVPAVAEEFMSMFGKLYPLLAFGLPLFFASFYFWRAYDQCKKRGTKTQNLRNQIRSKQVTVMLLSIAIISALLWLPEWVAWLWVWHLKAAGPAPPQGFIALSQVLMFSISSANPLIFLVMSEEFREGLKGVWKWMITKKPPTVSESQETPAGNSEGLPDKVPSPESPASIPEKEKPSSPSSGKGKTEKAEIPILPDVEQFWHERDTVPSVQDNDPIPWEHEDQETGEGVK
An asterisk follows results filed as active.

SMILES	TEAD-YAP inh	FBW7 act	MITF inh	GPR151 ag
c1ccc(CN2CCC(Nc3nccc(NCCOc4ccccc4)n3)CC2)cc1	5	-0.1	-6	0.8
CC(NC(=O)c1ccccc1NC(=O)c1ccc([N+](=O)[O-])cc1)c1ccccc1 (stereo unspecified)	4	-0.4	-12	-0.6
O=C(c1cc([N+](=O)[O-])ccc1Cl)N1CCOCC1	5	-0.2	6	-0.5
Cc1noc(C)c1C(=O)NCC1Cc2cc(-c3cccnc3)ccc2O1 (stereo unspecified)	-12	0.2	-25	0.5
Cc1nn(CC(=O)c2ccc(Cl)cc2Cl)c(C)[n+]1N	-7	0.3	-9	0.4
CN1CCN(C(=S)SCCN2CCCC2=O)CC1	-3	0.3	5	-0.6
COc1c(C)cc(NC(=O)c2ccccc2O)cc1C	-65	0.2	-4	2.2
O=C(O)CCCC(=O)NC1CCCCC1	3	-0.1	12	-1.0
Cc1nc2ccc(NC(=S)NC(=O)CN3C(=O)CCC3=O)cc2s1	-13	0.1	2	1.1
CCOC(=O)C(=CNc1ccc2c(c1)c(C)c(C)n2C)C(=O)OCC	6	0.1	3	-0.3
CCOC(=O)C1CCCN(C(=O)c2cc(=O)c(OCc3ccccc3)co2)C1 (stereo unspecified)	8	-0.2	-5	2.3
COc1ccc(C(C)=O)cc1CC1(C)C(=O)Nc2c(-c3ccco3)cccc21 (stereo unspecified)	1	-0.2	0	-0.5

Overlap with the part before: three entries, followed by the next part.
SMILES	TEAD-YAP inh	FBW7 act	MITF inh	GPR151 ag
CCOC(=O)C(=CNc1ccc2c(c1)c(C)c(C)n2C)C(=O)OCC	6	0.1	3	-0.3
CCOC(=O)C1CCCN(C(=O)c2cc(=O)c(OCc3ccccc3)co2)C1 (stereo unspecified)	8	-0.2	-5	2.3
COc1ccc(C(C)=O)cc1CC1(C)C(=O)Nc2c(-c3ccco3)cccc21 (stereo unspecified)	1	-0.2	0	-0.5
O=C(CN1CCN(Cc2ccccc2Cl)C1=O)NC1CCCCCCC1	-5	0.2	4	-0.4
CCOc1ccc(C(=O)NC(C(=O)O)C(C)O)cc1 (stereo unspecified)	12	0.0	5	-0.7
C=CCCC(=O)N1CCC(C(=O)Nc2ccc(-c3nc4ccccc4o3)cc2)CC1	-9	0.1	10	0.0
CN1CCN(C(=O)CCc2nc(-c3ccc(Cl)cc3)no2)CC1	-4	0.1	14	-0.8
Cc1ccc(S(=O)(=O)NC(=O)c2cccc(I)c2)cc1	-6	0.2	6	-1.0
O=C(/C=C/c1ccccc1)NCc1ccc2c(c1)OCO2	-2	0.2	4	-0.6
COCCCNC(=O)c1cc(S(=O)(=O)N2CCC3(CC2)OCCO3)ccc1F	5	0.1	5	-0.6
COC(=O)c1ccccc1NC(=O)CSc1ncccc1-c1nc2ccccc2[nH]1	-2	0.2	7	1.0
CCOc1ccccc1N(C)C(=O)c1cn(CC)c(=O)c2cc(OC)c(OC)cc12	-13	-0.1	0	0.0
O=C(NCCCN1CCCC1=O)c1ccc2c(=O)n(-c3ccc(F)cc3)c(=S)[nH]c2c1	15	0.4	1	0.0
COc1cc(C(=O)N[C@H]2COC(C)(C)O[C@H]2c2ccccc2)nc2ccccc12	5	-0.1	13	0.8
Cn1c(=O)[nH]c(=O)c2c1nc(SCCO)n2Cc1cccc(Br)c1	-9	-0.1	5	-1.3

The closing 5 compounds of the part before lead into the next.
SMILES	TEAD-YAP inh	FBW7 act	MITF inh	GPR151 ag
COC(=O)c1ccccc1NC(=O)CSc1ncccc1-c1nc2ccccc2[nH]1	-2	0.2	7	1.0
CCOc1ccccc1N(C)C(=O)c1cn(CC)c(=O)c2cc(OC)c(OC)cc12	-13	-0.1	0	0.0
O=C(NCCCN1CCCC1=O)c1ccc2c(=O)n(-c3ccc(F)cc3)c(=S)[nH]c2c1	15	0.4	1	0.0
COc1cc(C(=O)N[C@H]2COC(C)(C)O[C@H]2c2ccccc2)nc2ccccc12	5	-0.1	13	0.8
Cn1c(=O)[nH]c(=O)c2c1nc(SCCO)n2Cc1cccc(Br)c1	-9	-0.1	5	-1.3
Nc1c(S(=O)(=O)c2ccc(F)cc2)c2nc3ccccc3nc2n1Cc1ccccn1	7	0.8	2	0.1
COc1ccc(CNC(=O)C2CCC(CNc3nc(=S)[nH]c4ccccc34)CC2)cc1 (stereo unspecified)	6	0.2	16	-0.3
C/C(=N\NC(=O)Cn1nnc2ccccc21)c1ccc(Br)cc1	8	0.0	-5	1.8
COC(=O)c1ccc2c(c1)S(=O)(=O)N=C(Nc1ccc(C)cc1)S2	3	0.1	3	3.5
CCC(=O)N(Cc1nc2ccccc2c(=O)[nH]1)Cc1ccccc1OC	8	-0.2	-12	0.2
CCCNC(=O)c1cnc(Nc2nccc3ccccc23)s1	-51	0.1	-1	-0.7
COc1ccc(C2C(C(=O)Nc3ccccn3)CCC(=O)N2c2ccc(OC)cc2)cc1 (stereo unspecified)	-10	0.0	1	-2.0
COc1ccc(Br)cc1S(=O)(=O)N1CCC(C)CC1	5	0.1	4	-0.2
Nc1c(C(=O)NCc2ccc3c(c2)OCO3)nnn1-c1ccc(OC(F)(F)F)cc1	4	-0.2	2	-0.6
NNC(=O)c1ccc2c(c1)c1c3n2CCNC3CCC1 (stereo unspecified)	-13	-0.3	0	1.0
COc1ccc2oc(=O)c(-c3csc(Nc4cccc5ccccc45)n3)cc2c1	-9	-0.1	-7	-1.0
CCOc1ccc(CNc2ccc3c(c2)ncn3-c2ccc(C)cc2)cc1	-17	0.1	21	-1.8
CN(C)c1ccc(/C=N/Nc2ncnc3nc[nH]c23)cc1	60*	-0.1	-4	-1.3
N#CCCN(Cc1cccnc1)CN1C(=O)NC2(CCCCC2)C1=O	-2	-0.1	-5	-0.1
CCCCc1ccc(-c2nc(Nc3ccc(C)cc3Br)c3ccccc3n2)cc1	1	0.1	-16	-0.8
Cc1[nH]c2ccccc2c1CCNC(=O)c1cccs1	-17	-0.1	3	0.0
Cc1ccc(C(=O)Nc2ccc(C)cc2Br)cc1	11	0.0	13	-0.8
CC(C)(C)NC(=O)N1CCN(Cc2ccsc2)CC1	9	0.8	14	-0.3
Fc1ccc2nc(Nc3ccc4c(c3)OCCO4)sc2c1	-47	-0.5	4	0.0
Cc1ccn2cc(-c3ccc(NS(=O)(=O)c4ccccc4)cc3)nc2c1	-22	-0.1	-2	2.0
O=[N+]([O-])c1ccccc1S(=O)(=O)Nc1ccc(NS(=O)(=O)c2ccccc2)cc1	-6	0.0	-6	0.3
C/C(=N\NC(=S)NC1CCCCC1)c1ccc(C)o1	-4	-0.3	-6	1.4
O=C(Cn1ncc2c1-c1ccccc1OC2)N1CCN(c2ccc([N+](=O)[O-])cc2)CC1	3	-0.1	-1	0.5
CC(C)(C)C(=O)Nc1nnc(SCC(=O)NC2CCCC2)s1	4	-0.2	-3	1.8
O=C(CSc1nc2ccccc2c(=O)n1CC1CCC(C(=O)NCCc2ccccc2)CC1)Nc1cccc(C(F)(F)F)c1 (stereo unspecified)	0	0.1	17	0.1
C/C=C/COC(=O)C1=C(C)NC(=O)NC1c1cccc(Cl)c1 (stereo unspecified)	3	0.4	17	-1.1
O=C(Nc1ccc(C(=O)N2CCCC2)cc1)c1ccccc1Cl	-7	0.1	5	-5.6
O=C(CC1(c2ccccc2)CC(=O)N(CCn2ccnc2)C1=O)N1CCc2ccccc2C1 (stereo unspecified)	12	-0.1	9	-0.2
O=C(Cn1c(=O)oc2cc(S(=O)(=O)N3CCCC3)ccc21)NCc1ccc(Cl)cc1	15	-0.1	-21	0.4
COc1ccc(OC)c(NC(=O)CNC(=O)Cn2cnc3sc4c(c3c2=O)CCCC4)c1	-12	0.4	7	-0.6
O=C(COC(=O)CN1C(=O)C2CCCCC2C1=O)Nc1ccc(F)c(F)c1 (stereo unspecified)	8	0.0	-5	-0.1
COc1cc(CC(=O)OCC(=O)c2ccc(Br)cc2)cc(OC)c1OC	59*	0.0	1	0.7
COc1ccc(-c2nc3n(n2)C(c2ccccc2)C(C(N)=O)=C(C)N3)cc1OC (stereo unspecified)	-6	-0.1	0	0.8
Cc1ccc(SCCOc2ccc(/C=C3/C(=N)N4N=C(C(C)C)SC4=NC3=O)cc2)cc1	-10	-0.1	2	-1.4
Cc1nn(CC(O)Cn2c(C)c(C)c3ccccc32)c(C)c1Br (stereo unspecified)	3	0.1	7	-0.5
COc1cc(-c2nnc(SCC(=O)Nc3cccc(Cl)c3C)nc2-c2cc(OC)c(OC)c(OC)c2)cc(OC)c1OC	22	-0.2	4	1.5
COc1ccccc1NS(=O)(=O)c1ccc2oc(=O)ccc2c1	10	-0.2	5	0.0
O=C1c2oc3ccc(F)cc3c(=O)c2C(c2cccc(F)c2)N1CCCN1CCOCC1 (stereo unspecified)	5	-0.2	7	-1.9
O=C(O)C1CCC(N2C(=O)c3cccc([N+](=O)[O-])c3C2=O)CC1 (stereo unspecified)	4	0.0	-5	5.2*
COCCN(CC(=O)NCc1ccc2c(c1)OCO2)C(=O)CCC(=O)Nc1ccccn1	0	0.0	7	2.6
CC(C)(C)OC(=O)CSc1ncnc2sc3c(c12)CCCC3	-12	0.1	-1	0.7
COc1cccc(C2=C(C(C)=O)Sc3nnc(-c4ccc(C)cc4)n3N2C(C)=O)c1	1	-0.3	11	0.2
COc1ccc(N2CCN(C(=O)c3ccc4c(=O)n(Cc5ccc(Cl)cc5)c(=S)[nH]c4c3)CC2)cc1	-8	0.2	9	-1.6
CC1=C(C(=O)OCCCc2ccccc2)C(c2ccc(Cl)c(Cl)c2)CC(=O)N1 (stereo unspecified)	-2	0.1	5	0.7
CC(C)CCNC(=O)CSC1=Nc2ccccc2C2=NCC(=O)N12	6	0.2	21	-0.2
COc1ccccc1N(CC(=O)Nc1ccc(F)c(F)c1)S(C)(=O)=O	-3	0.5	15	-0.6
Cc1ccc(NC(=O)c2ccc(C)c(C)c2)cc1	-19	0.0	9	-2.0
O=c1oc2ccccc2cc1-c1cn(-c2ccccc2)c(=S)[nH]1	73*	-0.1	-5	-0.1
NC(=O)c1ccc(N2C(=O)C=CC2=O)cc1	6	-0.1	-5	0.6
C=CCOC(=O)C1=C(C)NC(C)=C(C(=O)OCC=C)C1c1ccc(O)c(OCC)c1	0	0.2	9	-0.7
COCCCNc1nc2nonc2nc1NC1CCC1	14	0.0	-3	-0.4
CCCNC(=O)c1cc(Cl)cc(Cl)c1NC(=O)c1cccc([N+](=O)[O-])c1	7	0.2	11	-1.0
Cn1c(Nc2nc(NCCc3ccc(O)cc3)c3[nH]cnc3n2)nc2ccccc21	4	-0.1	-2	1.1
CC(C)CCNC(=O)CC1Oc2ccccc2NC1=O (stereo unspecified)	5	-0.1	-7	-0.7
Cc1cc(OC(=O)COc2ccccc2C)ccc1Cl	13	0.3	5	1.3
Cc1nc(N2CCC(C)CC2)c2c(C)c(C(=O)Nc3ccc(F)cc3)sc2n1	-3	0.0	7	1.5
O=C(O)C1CC(=O)N(CCc2ccccc2)C(=Nc2ccc(F)cc2)S1 (stereo unspecified)	3	0.1	2	0.1
CC(=O)N(C)c1ccc(NC(=O)CN2C(=O)c3ccccc3C2=O)cc1	-1	0.1	-18	0.3
O=C(NCc1cccs1)c1ccc(Cn2ccnc2)cc1	-13	-0.1	-1	0.7
O=C(/C=C/c1ccccc1)N1CCCN(C(=O)/C=C/c2ccccc2)CC1	-12	-0.1	6	-0.6
The listing continues.
SMILES	TEAD-YAP inh	FBW7 act	MITF inh	GPR151 ag
Cc1nc2sc3c(c2c2nn(Cc4cccnc4)c(=O)n12)CCC(C)C3 (stereo unspecified)	1	-0.1	-11	0.1
O=C(NC1CC1)C1CCC(Cn2c(=S)[nH]c3ccsc3c2=O)CC1 (stereo unspecified)	5	-0.1	0	-1.4
Cc1ccccc1NC(=O)c1ccc(F)c(S(=O)(=O)N2CCc3ccccc3C2)c1	-3	-0.1	-5	0.6
COc1ccc(O)c(CN2Cc3ccccc3OC(C)C2)c1 (stereo unspecified)	-2	-0.1	4	0.3
COc1ccc(C2NC(=S)NC(C)=C2C(C)=O)c(OC)c1 (stereo unspecified)	-8	-0.1	-2	0.4
O=C(CN1CCC(NC(=O)c2ccccc2F)CC1)Nc1ccc2c(c1)OCO2	14	-0.1	5	2.8
O=C(Nc1ccc(O)c(-c2nc3ccccc3s2)c1)c1ccc2c(c1)OCCO2	-5	0.1	4	-0.3
CCOC(=O)C1=CN(C(C)C)C=C(C(=O)OCC)C1c1ccccc1OC(C)C	4	1.1	-31	-0.4
CCC(C(=O)NCCc1ccc(OC)cc1OC)n1nc(C)n2c(cc3occc32)c1=O (stereo unspecified)	-1	-0.1	7	0.8
COC(=O)c1ccc(N2C(=O)NC(=O)/C(=C\c3cccc4ccccc34)C2=O)cc1	4	-0.1	1	-0.5
C#CCN(Cc1ccco1)C(=O)CSc1ccc2nnc(-c3cccnc3)n2n1	3	0.6	14	-1.5
O=C(NCc1cccs1)c1cc(-c2cccc(O)c2)on1	8	0.0	7	-0.9
COc1ccc(CN(Cc2ccc(C(=O)O)cc2)C(=S)Nc2cccc(C(F)(F)F)c2)cc1OC	11	0.0	10	1.5

Screens deposited in PubChem BioAssay by The Scripps Research Institute Molecular Screening Center.

This is a random part of the collection; 3.4% or so of the library scored in one or more.
